# Screening results deposited in PubChem BioAssay by several laboratories.
# CSN inh = inhibitors of human CSN-mediated cullin deneddylation; Purified CSN, SCF-Nedd8-OG deneddylation, fluorescence polarization; inhibition, % at 12.5 µM; 0.38% of 360,000 active;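 active means pattern-corrected inhibition above about 35%, with an unprinted fluorescence ratio check between 0.5 and 1.5, limit read from the data, passing the limit was not always enough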;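 further: 0% = enzyme with substrate and 100% = substrate without enzyme; some results filed as inactive read as strong as hits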
# Target sequence (Q92905 whole entry, looked up, one chain of several): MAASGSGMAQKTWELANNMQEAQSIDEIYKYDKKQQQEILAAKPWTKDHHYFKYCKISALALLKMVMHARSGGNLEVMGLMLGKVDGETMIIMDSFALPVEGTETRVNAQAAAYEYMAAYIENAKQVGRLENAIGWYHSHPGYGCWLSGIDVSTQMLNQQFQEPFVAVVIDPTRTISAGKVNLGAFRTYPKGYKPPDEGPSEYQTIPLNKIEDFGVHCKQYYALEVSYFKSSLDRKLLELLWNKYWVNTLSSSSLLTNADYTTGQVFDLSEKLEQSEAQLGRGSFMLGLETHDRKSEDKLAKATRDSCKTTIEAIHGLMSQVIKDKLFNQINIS
#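 Assay system: purified human Csn5 enzyme expressed in HEK293T cells; Input: 0.24 nM Csn5 enzyme, final concentration; Reagent: 10 nM SCFSkp2-Nedd8OG; Compound dosing: 12.5 µM single point; Times: reaction 90 min, room temperature; Technique: fluorescence polarization readout.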
# DNMT1 block = DNMT1 (human) enzyme inhibition | inhibition (reported as % activation of signal), % at 10 µM | DNMT1 molecular beacon, Hinp1I cleavage, fluorescence | 0.83% of 360,000 active; in the data active means inhibition above about 50%
# SUMO1 PPI mod = SUMO1-SIM interaction modulation | P63165 | SUMO1 binding to a labelled peptide, TR-FRET, 1 h | inhibition, % at 20 µM | 0.33% of 360,000 active | AID 602429; in the data active means inhibition above about 37%
# STEP block = inhibitors of human striatal-enriched phosphatase STEP; inhibition, % at 20 µM; recombinant STEP, OMFP fluorogenic substrate, fluorescence; 0.25% of 360,000 active; P54829;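 active means inhibition at 20 µM, scaled per plate between control wells, above about 37%, limit read from the data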;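 further: 0% = DMSO with enzyme and substrate and 100% = substrate only without enzyme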
# Target sequence (P54829 whole entry, looked up): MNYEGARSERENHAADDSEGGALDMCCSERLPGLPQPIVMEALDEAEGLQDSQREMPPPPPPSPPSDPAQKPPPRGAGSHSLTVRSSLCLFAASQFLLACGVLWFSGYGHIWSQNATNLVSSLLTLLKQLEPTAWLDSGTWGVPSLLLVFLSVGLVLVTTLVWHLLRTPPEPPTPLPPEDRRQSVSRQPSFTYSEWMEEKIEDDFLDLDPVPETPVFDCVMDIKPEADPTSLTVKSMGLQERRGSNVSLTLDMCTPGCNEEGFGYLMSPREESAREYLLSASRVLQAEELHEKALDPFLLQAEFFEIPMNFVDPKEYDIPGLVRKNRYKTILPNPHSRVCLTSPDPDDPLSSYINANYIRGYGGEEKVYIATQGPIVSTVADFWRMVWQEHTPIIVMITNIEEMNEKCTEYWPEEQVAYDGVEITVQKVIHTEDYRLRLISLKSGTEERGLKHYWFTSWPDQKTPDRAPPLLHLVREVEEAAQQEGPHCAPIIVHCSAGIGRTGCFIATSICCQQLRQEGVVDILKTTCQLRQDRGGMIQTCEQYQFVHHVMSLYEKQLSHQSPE
#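 Measure: Control-normalized % inhibition with plate pattern correction | Test system: STEP phosphatase, cell-free reaction | Medium: pH 6.0 Bis-Tris with DTT and Tween 20 | Technique: Fluorescence, 480/540 nm | Times: Reaction 20 min, ambient temperature | Doses: Single compound dose of 20 µM, 1% DMSO final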
# Tb MetRS inh = blocks T. brucei methionyl-tRNA synthetase activity | 0.4% of 360,000 active | purified T. brucei MetRS, ATP depletion, Kinase-Glo luminescence | inhibition, % at 11.9 µM | AID 624268;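 active means inhibition above a per-plate cutoff of the control wells' mean inhibition plus 3 SD, cut at about 5.5% in these data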;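 further: 0% = DMSO wells median and 100% = median of wells with control inhibitor compound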
#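 Dosing: 11.9 µM compound single dose, 0.9% DMSO; Assay system: purified T. brucei MetRS enzyme; Measured by: Kinase-Glo luciferase luminescence reporting remaining unconsumed ATP; Schedule: 15 min plus 2 h at 25 °C.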
# LMPTP inh = blocks human LMPTP phosphatase; P24666; recombinant LMPTP-A, OMFP fluorogenic substrate, fluorescence intensity; inhibition, % at 20 µM; 0.22% of 360,000 active; AID 651560;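 active means compounds that cut the enzyme signal by at least half of the control window in the single-dose screen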;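 further: plate controls were DMSO wells with enzyme plus substrate for no effect and substrate without enzyme for full effect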
# Target sequence (P24666 whole entry, looked up): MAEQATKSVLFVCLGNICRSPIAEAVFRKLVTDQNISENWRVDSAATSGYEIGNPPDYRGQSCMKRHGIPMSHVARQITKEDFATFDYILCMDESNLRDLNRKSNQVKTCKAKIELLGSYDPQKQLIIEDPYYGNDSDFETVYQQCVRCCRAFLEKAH
#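 test system = LMPTP-A | amount = 0.625 nM LMPTP-A final | reagent = fluorogenic phosphatase substrate OMFP at 400 µM final | incubation = 50 min at room temperature | benchmarks = no-enzyme low control, uninhibited high control | medium = Bis-Tris pH 6.0, DTT, detergent | signal = fluorescence intensity of OMFP turnover product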
# MLLE-PAM2 inh = blocks PAM2 peptide binding to the PABP1 MLLE domain; P11940; GST-MLLE / FITC-PAM2 fluorescence polarization; inhibition, % at 20 µM; 0.36% of 360,000 active; AID 588489; in the data active means inhibition above about 35%, passing the limit was not always enough;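 further: plate controls were DMSO wells with GST-MLLE for no effect and wells lacking GST-MLLE protein for full effect; some results filed as inactive read as strong as hits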
# NadD inh = blocks S. aureus nicotinate mononucleotide adenylyltransferase; purified NadD enzyme, colorimetric absorbance read-out; inhibition, % at 20 µM; 0.78% of 360,000 active; in the data active means inhibition above about 26%; further: some compounds past the cut are filed as inactive
# Rpn11 inh = blocks the human proteasome subunit Rpn11. 0.59% of 360,000 active. calls only at 20 µM. human 26S proteasome, Ub4-pepOG fluorescence polarization; 20S core pre-blocked with epoxomicin. O00487;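 active means inhibition at 20 µM, scaled to each plate's controls, above about 33%, limit read from the data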
# Scp-1 inhibitor = blocks human Scp-1 phosphatase activity. Q9GZU7. Recombinant Scp1, phosphopeptide, malachite green phosphate absorbance. inhibition, % at 20 µM. 0.88% of 340,000 active;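 active means inhibition above about 50% at 20 µM, limit read from the data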;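 further: plate controls were DMSO wells with enzyme for no effect and wells lacking enzyme for full effect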
#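 Incubation: 45 min enzyme reaction at room temperature / System: truncated SCP-1 phosphatase (76-261aa) / Reagent: Phospho 17-mer peptide substrate / Buffer or medium: Acidic Tris acetate buffer with magnesium and detergent / Signal: absorbance at 630 nm / Doses: one concentration, 20 µM, with 1.0% DMSO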
# Starred values were filed as active, the others as inactive; i = inactive; . = no result given; + = active, no number.
SMILES,CSN inh,DNMT1 block,SUMO1 PPI mod,STEP block,Tb MetRS inh,LMPTP inh,MLLE-PAM2 inh,NadD inh,Rpn11 inh,Scp-1 inhibitor
Cc1ccc(CSCCNC(=O)c2ccc(N(C)S(=O)(=O)c3ccccc3)cc2)cc1,4,-5,2,7,0.1,5.4,5,-8,i,-10
O=C(O)c1cccc(Cn2cccn2)c1,-3,2,2,0,0.0,-1.1,4,0,i,-8
NNC(=O)c1ccc(COc2cccc3cccnc23)cc1,4,-3,-7,0,-0.1,2.2,-19,3,i,-4
Cc1ccc2nc(SCC(=O)Nc3ccc(F)c([N+](=O)[O-])c3)[nH]c2c1,-17,-17,-24,-3,39*,2.2,-50,-5,i,1
CSCc1ccc(C(=O)OCC(=O)NC2CCCC2)o1,0,2,1,0,-0.4,-1.1,-4,-1,i,.
COc1cc(CCC(=O)OCC(=O)Nc2cc(S(=O)(=O)N3CCOCC3)ccc2Cl)cc(OC)c1OC,-2,4,0,-2,-0.3,0.4,-1,1,i,0
Cc1ccc(CN(c2ccc(C(=O)Nc3cccnc3)cc2)S(C)(=O)=O)cc1,-3,-3,0,0,-0.3,-0.4,4,-3,i,-6
CC(=O)c1sc2nsc(SCCN3CCCCC3)c2c1N,2,-4,-17,10,-0.4,0.4,28,5,i,-1
COC(=O)c1ccccc1NC(=O)CCNC(=O)Cn1cnc2ccccc2c1=O,7,6,-2,0,-0.6,-1.4,3,0,i,1
CC(=O)N1c2ccc(S(=O)(=O)NCCC(=O)Nc3ccc(OC(F)(F)F)cc3)cc2CC1C (stereo not drawn),1,3,-3,-2,0.2,-0.7,14,-5,i,-11
COc1cc(/C=C(\C#N)c2nc3ccccc3[nH]2)cc(OC)c1O,157,7,-92,2,2.6,6.0,-131,7,.,-9
O=C(C[C@H]1C/C=C\CC[C@@H](Cc2ccc(F)cc2)C(=O)O[C@@H](c2ccccc2)CNC1=O)N[C@@H](CO)Cc1ccccc1,4,48,6,-1,-0.1,-0.6,2,6,i,-6
CCc1nc2ccc(C(=O)NCc3cccs3)cn2c1N(CC)CCN(C)C,-3,4,-1,2,-0.3,-2.4,5,-8,i,.
CN(c1ccc(OCCOc2ccccc2Cl)cc1)S(=O)(=O)c1ccccc1,1,-1,2,2,-0.2,2.9,4,-3,i,-11
Cc1cc(NC(=O)CSc2nc(-c3ccc(F)cc3)cs2)no1,-1,-1,2,-1,0.1,0.1,-4,-2,i,5
Cc1cccc(CN2CCN(C3CN(CCc4ccccc4)S(=O)(=O)C3)CC2)c1 (stereo not drawn),-1,6,3,-2,-0.3,0.0,-10,-5,i,.
Cc1cc(=O)[nH]c2c3ccccc3nn12,0,1,-1,-1,-0.1,0.3,2,-7,i,-1
O=C(CN1C(=O)c2ccccc2C1=O)NCC1CCCO1 (stereo not drawn),4,0,0,0,-0.3,-0.2,2,1,i,-5
Cc1c(Cl)cccc1N=C1NC(=O)CS1,-3,1,5,-3,0.4,-0.8,-24,-2,i,.
CCOC(=O)c1ccc[n+](CC(=O)Nc2ccccc2OC(F)F)c1,11,-1,-5,-1,-1.1,-0.2,-110,3,i,35
CCC(C)CCCCNC1=NCCS1 (stereo not drawn),-5,1,-1,2,0.9,-3.5,-4,-7,i,-7
Cc1ccc(/C=C/C(=O)Nc2nn[nH]n2)o1,-12,26,-9,0,-1.1,-1.5,36*,3,i,9
COc1ccc(C(O)c2nc(-c3ccc4ccccc4c3)cs2)cc1 (stereo not drawn),-6,8,-10,0,-0.2,4.6,-1,-3,i,.
COCCNC(=O)/C(C#N)=C/C=C/c1ccccc1[N+](=O)[O-],9,-7,-29,1,-0.1,-1.3,1,6,i,-4
C1CN(c2nc3nonc3nc2N2C[C@H]3CC[C@H]2C3)CCS1,0,0,-5,-2,0.1,-1.4,4,1,i,-12
CC1(C)CC(=O)C(N=Nc2ccc(-c3ccccc3)cc2)=C(O)C1,24,8,-7,-2,-0.6,-0.5,-31,0,+,-5
COc1ccc(CN2CCN(c3nc4ccccc4s3)CC2)cc1,5,1,-2,-2,-1.4,-0.6,-6,-12,i,-6
CCN1CCn2c3c(c4cc(Cl)ccc42)CCCC31 (stereo not drawn),15,-14,-6,2,0.3,0.0,-4,5,i,-12
COc1ccc(CNC(=O)C2=CC(c3ccc(OC)c(OC)c3)=NS(=O)(=O)N2C)cc1,-3,-7,-21,-4,-0.3,0.6,-16,-3,i,-19
CCC(CC)C(=O)OCC(=O)C1(O)CCC2C3CCC4=CC(=O)CCC4(C)C3C(O)CC21C (stereo not drawn),-1,-4,-1,-1,0.2,0.4,-4,-1,i,-18
C/C(=N\Nc1nc(C)cc(C)n1)c1ccc(C)o1,3,-1,-5,1,0.2,0.2,9,0,i,-1
Cc1nc2ccc(NC(=O)c3cccs3)cc2s1,2,2,6,-1,-0.3,0.5,-1,-1,i,-8
COc1cccc(C(C)NC(=S)NCc2ccc(Cl)cc2)c1 (stereo not drawn),-1,-4,1,-1,-0.2,-0.2,-93,-3,i,-4
O=S(=O)(c1ccc(SCCO)nc1)N1CCOCC1,1,5,2,-2,0.6,-1.2,2,-4,i,-8
CCOc1ccc(NCC2CCOC(C)(C)C2)cc1 (stereo not drawn),3,-14,-7,-3,-0.2,-2.2,13,-3,i,-2
Cc1ccccc1NC(=O)Cn1nc(-c2ccc(Cl)s2)ccc1=O,3,2,-18,-2,-0.6,-0.7,14,-6,i,-2
COc1ccc(CCN2CC(C(=O)NCc3cccc(F)c3)CCC2=O)cc1 (stereo not drawn),-3,1,1,6,0.0,-1.1,3,-2,i,.
CSc1nnc(SCC(=O)N(C)c2c(N)n(Cc3ccccc3)c(=O)[nH]c2=O)s1,0,3,2,-2,-0.3,-2.3,-24,-1,i,-3
Cc1ccc(-n2ncc3c2CC(C)(C)CC3NC(=O)CN2CCCC2=O)cc1 (stereo not drawn),-1,3,4,-1,-0.8,-0.6,19,-1,i,7
CC(C(=O)Nc1ncccn1)(c1ccccc1)c1ccccc1,-16,5,-2,-1,-1.1,3.1,2,2,i,3
CCOC(=O)N1CCN(c2nc(-c3ccc(Cl)cc3)cs2)CC1,-2,-3,-1,-2,-1.1,3.7,7,-3,i,16
CC12CCCCC1C(C(N)=O)C(=O)O2 (stereo not drawn),2,2,-3,1,-0.4,-1.3,-3,-3,i,2
Nc1cc(Cl)ccc1C(=O)OCC(=O)NC1CCS(=O)(=O)C1 (stereo not drawn),1,4,1,-2,-0.1,0.5,2,1,i,0
CCOc1cc(N2CCOCC2)c(OCC)cc1NC(=O)c1ccc(S(=O)(=O)N2CC(C)OC(C)C2)cc1 (stereo not drawn),-4,-1,4,-1,-0.2,1.5,2,1,i,3
Cc1ccc(SCc2c(C(=O)N/N=C/c3cccnc3)nnn2-c2nonc2N)cc1,1,-3,-14,1,-0.3,0.6,0,3,i,-4
CN(C)c1ccnc(Oc2ccc(C(C)(C)C)cc2)c1C#N,-2,-2,21,2,0.3,3.2,11,4,i,-3
CC(C)NC(=O)C1CCN(C2CCN(C(=O)Cc3ccc4c(c3)OCO4)CC2)CC1,-5,-4,-6,2,0.7,1.5,-6,-5,i,1
CN(C(=O)COC(=O)c1ccc(Cl)cc1N)C1CCCCC1,5,-4,2,-4,-0.3,0.0,-2,-7,i,-9
O=C(Cc1cccc(NC(=O)C2CCN(C(=O)C3CCCC3)CC2)c1)Nc1cccc(C(=O)N2CCCCC2)c1,-1,-1,-2,4,-0.9,-1.8,15,1,i,-8
CN(CC(=O)Nc1ccccc1Br)C(=O)c1cc([N+](=O)[O-])ccc1N1CCOCC1,-3,36,-28,-2,-0.2,-0.7,-72,2,i,1
O=C(O)CCCCn1c(SCc2cc(=O)n3cc(Cl)ccc3n2)nc2ccsc2c1=O,0,-1,-12,2,-0.3,-1.0,9,8,i,3
O=C(CN(C1CCCCC1)S(=O)(=O)c1ccc(Br)cc1)NCc1cccnc1,1,0,-2,0,0.2,1.4,2,-1,i,-4
CCCC(=O)c1ccc(OCc2cn(CC(=O)c3ccc(O)cc3)nn2)cc1,8,52*,0,-1,-1.5,-0.6,-3,-1,i,-5
CC(C)CC1NC(=O)N(Cc2cc(=O)n3ccsc3n2)C1=O (stereo not drawn),-5,3,-3,2,0.1,-0.8,-2,1,i,0
O=C(CCc1c[nH]c2ccccc12)NC(Cc1c[nH]c2ccccc12)C(=O)O (stereo not drawn),0,6,6,2,0.3,-2.4,-5,-6,i,8
Cc1ccccc1C(=O)Nc1cccc(-c2ccc(N3CCOCC3)nn2)c1,3,-2,-10,4,0.6,0.1,16,2,i,-1
C[C@@H]1CN([C@@H](C)CO)C(=O)CCCn2nncc2CO[C@H]1CN(C)Cc1ccc(C(F)(F)F)cc1,6,0,4,0,1.0,-3.7,-11,-1,i,.
CCOC(=O)c1cccnc1SCC(=O)N(CC)c1cccc(C)c1,5,1,-2,0,0.0,-1.2,-1,-5,i,-4
O=C(NC1CCCCCC1)C(=O)NC1CC1,0,2,-1,9,-1.5,-1.2,-3,-3,i,-5

# Fetched one by one from above, three records:
SMILES,CSN inh,DNMT1 block,SUMO1 PPI mod,STEP block,Tb MetRS inh,LMPTP inh,MLLE-PAM2 inh,NadD inh,Rpn11 inh,Scp-1 inhibitor
CN(C)c1ccnc(Oc2ccc(C(C)(C)C)cc2)c1C#N,-2,-2,21,2,0.3,3.2,11,4,i,-3
O=C(Cc1cccc(NC(=O)C2CCN(C(=O)C3CCCC3)CC2)c1)Nc1cccc(C(=O)N2CCCCC2)c1,-1,-1,-2,4,-0.9,-1.8,15,1,i,-8
O=C(O)CCCCn1c(SCc2cc(=O)n3cc(Cl)ccc3n2)nc2ccsc2c1=O,0,-1,-12,2,-0.3,-1.0,9,8,i,3

# Exported with two lines to a compound: entries from further up
# The line under a structure holds: CSN inh | DNMT1 block | SUMO1 PPI mod | STEP block | Tb MetRS inh | LMPTP inh | MLLE-PAM2 inh | NadD inh | Rpn11 inh | Scp-1 inhibitor
- CN(CC(=O)Nc1ccccc1Br)C(=O)c1cc([N+](=O)[O-])ccc1N1CCOCC1
  -3 | 36 | -28 | -2 | -0.2 | -0.7 | -72 | 2 | i | 1
- O=C(O)CCCCn1c(SCc2cc(=O)n3cc(Cl)ccc3n2)nc2ccsc2c1=O
  0 | -1 | -12 | 2 | -0.3 | -1.0 | 9 | 8 | i | 3
